Assay outcomes deposited in PubChem by several laboratories.
NadD block – blocks S. aureus nicotinate mononucleotide adenylyltransferase. purified NadD enzyme, colorimetric absorbance read-out. 360,000 tested, 0.78% active. AID 602399. inhibition, % at 20 µM; in the data active = inhibition above about 26%; note: some compounds past the cut are filed as inactive
STEP inh – blocks human striatal-enriched tyrosine phosphatase. recombinant STEP, OMFP fluorogenic substrate, fluorescence. inhibition, % at 20 µM. 360,000 tested, 0.25% active;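 active = inhibition at 20 µM, scaled per plate between control wells, above about 37%, limit read from the data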;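 note: 0% = DMSO with enzyme and substrate and 100% = substrate only without enzyme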
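System: isolated STEP enzyme; schedule: 20 min enzyme reaction at room temperature, protected from light; medium: Bis-Tris buffer pH 6.0, 2.5 mM DTT, 0.005% Tween 20; signal: fluorescence, 480/540 nm; dosing: single compound dose of 20 µM, 1% DMSO final; also added: OMFP substrate, 25 µM final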
Neddyl block – inhibitors of human cullin neddylation. P61081+Q13564. TR-FRET cullin neddylation, biochemical. calls only at 25 µM. 360,000 tested, 0.58% active. AID 651699; in the data active = inhibition above about 36%
SKN-1 block – inhibitors of C. elegans SKN-1; C. elegans VP596 Pgst-4::GFP/RFP ratio, acrylamide-induced, 24 h; inhibition, % at 21.8 µM; 360,000 tested, 0.49% active; AID 624304;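 active = interference check ratio from 0.5 to 1.5 plus GFP to RFP signal ratio inhibition reaching or exceeding a fixed threshold, cut at about 30% in these data, passing the limit was not always enough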; note: some compounds called inactive have numbers as strong as hits
SUMO1-SIM PPI – modulators of human SUMO1-mediated protein-protein interactions. SUMO1 binding to a labelled peptide, TR-FRET, 1 h. inhibition, % at 20 µM. 360,000 tested, 0.33% active; in the data active = inhibition above about 37%
CendR NRP1 mod – NRP-1/CendR interaction modulation; inhibition, % at 25 µM; FAM-RPARPAR peptide binding to NRP-1, fluorescence polarization; O14786; AID 602438; 360,000 tested, 0.85% active;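 active = inhibition or corrected inhibition above about 18%, plus a signal ratio from 0.5 to 1.5, limit read from the data, passing the limit was not always enough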; note: strong numbers were not always called active
Scp-1 inhibitor – inhibitors of human Scp-1 phosphatase; Recombinant Scp1, phosphopeptide, malachite green phosphate absorbance; Q9GZU7; inhibition, % at 20 µM; 340,000 tested, 0.88% active;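 active = inhibition above about 50% at 20 µM, limit read from the data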;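 note: plate controls were DMSO wells with enzyme for no effect and wells lacking enzyme for full effect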
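Test system: SCP-1 phosphatase catalytic domain, residues 76-261; measured by: colorimetric phosphate reagent with accelerator and stabiliser, absorbance at 630 nm; timing: enzyme reaction 45 min at room temperature, colour 5 min, stabilisation 30 min; also added: Phosphorylated 17-residue peptide substrate; compound dosing: one concentration, 20 µM, with 1.0% DMSO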
LMPTP inh – LMPTP (human) inhibition; P24666; recombinant LMPTP-A, OMFP fluorogenic substrate, fluorescence intensity; inhibition, % at 20 µM; 360,000 tested, 0.22% active;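 active = compounds that cut the enzyme signal by at least half of the control window in the single-dose screen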;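 note: plate controls were DMSO wells with enzyme plus substrate for no effect and substrate without enzyme for full effect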
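Test system: LMPTP-A, protein tyrosine phosphatase of low molecular weight; Input: 0.625 nM enzyme; Incubation: 50 min dark incubation at room temperature; Signal: endpoint fluorescence intensity from OMFP dephosphorylation; Read-out basis: % inhibition versus control wells.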
TbMetRS inhib – Trypanosoma brucei MetRS inhibition | purified T. brucei MetRS, ATP depletion, Kinase-Glo luminescence | inhibition, % at 11.9 µM | 360,000 tested, 0.4% active | AID 624268;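 active = inhibition above a per-plate cutoff of the control wells' mean inhibition plus 3 SD, cut at about 5.5% in these data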;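 note: 0% = DMSO wells median and 100% = median of wells with control inhibitor compound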
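Test system – parasite MetRS enzyme · Reagent – substrates ATP, L-methionine and bulk Escherichia coli tRNA · Doses – 11.9 µM compound single dose, 0.9% DMSO · Times – 15 min enzyme-compound preincubation, 2 h reaction, 10 min detection, 25 °C · Signal – Kinase-Glo luminescence, ATP depletion format · Controls – DMSO-only wells as low control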
DNMT1 inh – DNMT1 (human) enzyme inhibition; inhibition (reported as % activation of signal), % at 10 µM; AID 588458; DNMT1 molecular beacon, Hinp1I cleavage, fluorescence; 360,000 tested, 0.83% active; in the data active = inhibition above about 50%
Target sequence (P26358 504-1616 limits assumed): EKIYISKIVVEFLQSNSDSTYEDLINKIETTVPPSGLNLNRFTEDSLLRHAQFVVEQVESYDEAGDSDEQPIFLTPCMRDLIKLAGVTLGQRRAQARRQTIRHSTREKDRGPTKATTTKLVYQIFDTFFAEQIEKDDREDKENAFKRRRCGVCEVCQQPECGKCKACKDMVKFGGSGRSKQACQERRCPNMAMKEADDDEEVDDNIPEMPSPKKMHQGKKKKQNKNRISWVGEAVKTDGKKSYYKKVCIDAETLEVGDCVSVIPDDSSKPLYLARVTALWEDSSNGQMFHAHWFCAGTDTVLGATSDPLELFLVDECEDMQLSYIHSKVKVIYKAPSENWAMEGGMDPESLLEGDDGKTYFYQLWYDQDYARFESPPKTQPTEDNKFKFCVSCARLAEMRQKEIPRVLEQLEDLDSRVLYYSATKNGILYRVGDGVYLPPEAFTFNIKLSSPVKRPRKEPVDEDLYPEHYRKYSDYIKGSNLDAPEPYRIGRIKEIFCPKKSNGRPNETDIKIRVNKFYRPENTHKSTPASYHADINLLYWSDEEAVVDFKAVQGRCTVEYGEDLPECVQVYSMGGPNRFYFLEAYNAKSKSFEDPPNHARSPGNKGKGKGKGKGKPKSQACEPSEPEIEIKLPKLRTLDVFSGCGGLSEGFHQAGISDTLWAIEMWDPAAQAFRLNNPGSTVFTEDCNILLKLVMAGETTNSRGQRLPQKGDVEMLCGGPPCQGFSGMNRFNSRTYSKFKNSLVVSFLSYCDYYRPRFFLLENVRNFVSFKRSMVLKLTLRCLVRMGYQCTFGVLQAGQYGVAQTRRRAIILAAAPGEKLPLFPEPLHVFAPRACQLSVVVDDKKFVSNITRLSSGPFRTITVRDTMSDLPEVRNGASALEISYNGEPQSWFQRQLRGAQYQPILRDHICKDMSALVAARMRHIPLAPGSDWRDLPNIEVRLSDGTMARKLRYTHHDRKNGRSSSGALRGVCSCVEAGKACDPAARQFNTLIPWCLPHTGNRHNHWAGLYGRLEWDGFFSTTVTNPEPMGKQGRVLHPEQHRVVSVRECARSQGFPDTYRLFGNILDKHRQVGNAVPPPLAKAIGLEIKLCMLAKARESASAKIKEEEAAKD
Active calls of the source: *; i = inactive; x = not tested or not shown; + = active, no number.

[1] Cc1c(C(=O)OCC(=O)N(C)c2ccccc2)cccc1[N+](=O)[O-]
[2] COc1cnc(-c2ccccn2)nc1N(C)c1ccccc1
[3] COc1ccccc1CNC(=O)COC(=O)c1ccc2c(=O)n3c(nc2c1)CCCCC3
[4] O=C(CN1CCCCC1)Nc1ccc(S(=O)(=O)N2CCOCC2)cc1
[5] Cc1ccc(C(=O)Nc2nccs2)cc1
[6] COc1cccc2c(=O)c(C/C=C(/C)Cl)c(C)[nH]c12
Compound	1	2	3	4	5	6
NadD block	-8	-6	-1	1	0	-5
STEP inh	-4	0	-4	0	-2	-18
Neddyl block	i	i	i	i	i	x
SKN-1 block	0	18	-15	-1	10	-4
SUMO1-SIM PPI	-7	-6	-3	4	2	0
CendR NRP1 mod	9	10	2	1	6	6
Scp-1 inhibitor	-4	-4	0	-6	-4	-5
LMPTP inh	-1.6	6.9	-1.7	-0.8	-2.5	0.4
TbMetRS inhib	-0.8	-0.3	-0.5	-0.5	-0.9	-0.7
DNMT1 inh	0	0	1	0	0	1

[7] c1coc(CN2CN=C(Nc3nc4ccccc4s3)NC2)c1
[8] COC(=O)c1ccc(NC(=O)CCOc2ccccc2)cc1
[9] CC(C)c1ccc(NC2CCCN(C(=O)CN3CCCC3=O)C2)cc1 (centres undefined)
[10] CC(C)CCOP(=O)(c1ccc(N(C)C)cc1)C(Nc1ccccc1)c1ccc(N(C)C)cc1 (centres undefined)
[11] CCOC(=O)N1CCC(=NNC(=O)Cn2ccc(C(F)(F)F)n2)CC1
[12] OCC1(Cc2ccccc2)CCCN(Cc2cn[nH]c2-c2ccccc2)C1 (centres undefined)
Compound	7	8	9	10	11	12
NadD block	-1	-1	-2	4	-5	2
STEP inh	3	-3	0	8	-3	-2
Neddyl block	i	i	i	i	i	i
SKN-1 block	-10	0	13	-9	-5	5
SUMO1-SIM PPI	5	2	2	-1	1	-2
CendR NRP1 mod	-36	-10	6	-6	-4	-3
Scp-1 inhibitor	-8	-4	-9	-7	-5	7
LMPTP inh	0.4	-0.7	-1.3	5.6	-0.8	1.3
TbMetRS inhib	-0.7	-0.3	-0.5	-1.2	0.1	0.3
DNMT1 inh	-3	-1	3	-15	-2	-1

Filtered by structure: the compounds so far with a carbonyl joined to an NH by a bond outside any ring
[3] COc1ccccc1CNC(=O)COC(=O)c1ccc2c(=O)n3c(nc2c1)CCCCC3
[4] O=C(CN1CCCCC1)Nc1ccc(S(=O)(=O)N2CCOCC2)cc1
[5] Cc1ccc(C(=O)Nc2nccs2)cc1
[8] COC(=O)c1ccc(NC(=O)CCOc2ccccc2)cc1
[11] CCOC(=O)N1CCC(=NNC(=O)Cn2ccc(C(F)(F)F)n2)CC1
Compound	3	4	5	8	11
NadD block	-1	1	0	-1	-5
STEP inh	-4	0	-2	-3	-3
Neddyl block	i	i	i	i	i
SKN-1 block	-15	-1	10	0	-5
SUMO1-SIM PPI	-3	4	2	2	1
CendR NRP1 mod	2	1	6	-10	-4
Scp-1 inhibitor	0	-6	-4	-4	-5
LMPTP inh	-1.7	-0.8	-2.5	-0.7	-0.8
TbMetRS inhib	-0.5	-0.5	-0.9	-0.3	0.1
DNMT1 inh	1	0	0	-1	-2

Continuation.
[13] N/C(=N\OC(=O)CCCOc1ccc(Cl)cc1Cl)c1ccccn1
[14] CC1CCCCN1C(=O)CSc1nnc(-c2ccccc2O)o1 (centres undefined)
[15] COc1cccc(OC)c1C(=O)NC(=S)Nc1ccc2c(c1)Cc1ccccc1-2
[16] C[C@@H]1CN=C2N(CCNC(=O)CCC3CCCCC3)[C@H](Cc3ccc(O)cc3)CN21
[17] CCC(=O)N(C)CCc1cc2c(c(OC)c1/C=N/NC(=O)[C@H]1C[C@@H]1c1ccccc1)OCO2
[18] O=C(Cn1c(C(F)(F)F)nc2ccccc21)c1ccccc1
Compound	13	14	15	16	17	18
NadD block	-3	1	9	-1	-2	9
STEP inh	-1	-1	-1	-1	1	1
Neddyl block	i	i	i	i	i	i
SKN-1 block	-7	1	-5	12	3	9
SUMO1-SIM PPI	3	1	2	-2	-3	-6
CendR NRP1 mod	7	10	0	17	-5	2
Scp-1 inhibitor	-9	-5	-22	12	-10	-15
LMPTP inh	-0.2	2.2	1.8	0.1	-0.9	-0.1
TbMetRS inhib	2.2	0.6	0.1	0.2	0.0	-0.1
DNMT1 inh	0	-2	-3	27	-3	-3

[19] O=C1C2C3C=CC(C3)C2C(=O)N1CNc1ccccc1 (centres undefined)
[20] COc1ccc(Cc2nc(-c3ccccc3)no2)cc1
[21] O=C(c1ccc(S(=O)(=O)NCC2CCCO2)cc1)N1CCN(c2ccccc2)CC1 (centres undefined)
[22] CCc1ccc(NC(=O)CN(c2ccc(OC)cc2)S(=O)(=O)c2c(C)nn(C)c2C)cc1
[23] Cc1cccc(N2CC(C(=O)OCC(=O)Nc3sccc3C(N)=O)CC2=O)c1C (centres undefined)
[24] O=C(OCc1ccc(F)cc1)c1cc(S(=O)(=O)N2CCCCC2)ccc1N1CCOCC1
Compound	19	20	21	22	23	24
NadD block	-2	-15	-5	-9	1	-5
STEP inh	2	-1	3	-3	2	0
Neddyl block	i	i	i	i	i	i
SKN-1 block	-10	24	6	2	7	16
SUMO1-SIM PPI	3	6	8	7	3	1
CendR NRP1 mod	-4	1	-5	8	-2	6
Scp-1 inhibitor	-7	-4	2	-5	-4	-8
LMPTP inh	-0.9	-0.7	-0.6	-0.2	-0.3	1.5
TbMetRS inhib	-0.8	-0.9	-1.0	0.2	-0.2	0.4
DNMT1 inh	2	0	3	2	37	3

[25] CCCN1C2CCCC1CC(NC(=O)c1cc(OC)cc(OC)c1)C2 (centres undefined)
[26] CC(Oc1ccc2c(-c3ccccc3)cc(=O)oc2c1)C(=O)NCCN1CCOCC1 (centres undefined)
[27] CCOC(=O)Cc1c(C)nc2c(C#N)c(C)nn2c1C
[28] CCOc1cc(NC(=O)C2CCCO2)c(OCC)cc1NC(C)=O (centres undefined)
[29] CCOc1ccc2nc(NC(=O)c3cccnc3)sc2c1
[30] Cc1ccc(NC(=O)CC2=NC(=O)C(CC(=O)Nc3ccccc3F)S2)cc1 (centres undefined)
Compound	25	26	27	28	29	30
NadD block	-4	-2	-4	-3	2	-4
STEP inh	0	-1	-1	3	2	-1
Neddyl block	i	i	x	i	i	i
SKN-1 block	13	10	-6	17	6	-12
SUMO1-SIM PPI	6	-17	4	-3	-1	0
CendR NRP1 mod	0	-1	0	5	6	3
Scp-1 inhibitor	-4	-3	-9	-3	-6	-16
LMPTP inh	-3.3	-0.6	-2.7	-0.6	0.9	1.2
TbMetRS inhib	-0.3	0.1	1.0	-0.4	0.1	0.0
DNMT1 inh	12	0	0	-3	5	-5

[31] CCN(CC)c1ccc(NC(=O)c2cc3c(OC)cccc3[nH]2)cc1
[32] CC(C)NC(=O)c1ccc2c(c1)N(Cc1ccccc1)C(=O)C(C)(C)O2
[33] O=C(c1cccc(N2C(=O)C3C4C=CC(C4)C3C2=O)c1)N1CCCCCC1 (centres undefined)
[34] COc1ccc(C(=O)/C=C/Sc2nc3ccccc3o2)cc1
[35] C#CC[N+](C)(C)CCN1C(=O)C2C(c3ccccc3)C=CC(c3ccccc3)C2C1=O (centres undefined)
[36] CN(c1ccccc1)C(c1ccc(F)cc1)c1nnnn1C1CCCC1 (centres undefined)
Compound	31	32	33	34	35	36
NadD block	-2	-7	-2	-4	9	1
STEP inh	3	-2	-3	1	-1	1
Neddyl block	i	i	i	i	i	i
SKN-1 block	3	8	-16	1	4	13
SUMO1-SIM PPI	-7	-2	0	10	1	-1
CendR NRP1 mod	-5	-3	-2	1	11	-3
Scp-1 inhibitor	-3	3	-2	-15	-6	-11
LMPTP inh	1.1	-3.0	-1.2	-1.4	-1.4	1.6
TbMetRS inhib	-1.6	-1.5	-1.0	-0.7	-0.2	-0.4
DNMT1 inh	-17	2	5	28	0	-4

[37] CCOC(=O)c1cc2c(=O)n3ccccc3nc2n(CCOC)c1=NC(=O)C(C)(C)C
[38] COc1ccc(OCCNC(=S)Nc2cccc3ccccc23)cc1
[39] Nc1cc(C(=O)O)ccc1Nc1ccccc1
[40] Oc1ccc(-c2nc3ccccn3c2NCc2ccc3c(c2)OCO3)cc1
[41] Cc1ccc(C=Nc2ccccc2C#N)s1
[42] COc1ccc(-c2oc(/N=C/N3CCOCC3)c(C#N)c2-c2ccc(OC)cc2)cc1
Compound	37	38	39	40	41	42
NadD block	-2	-3	2	0	3	-3
STEP inh	0	2	-2	2	0	-2
Neddyl block	x	i	+	x	i	i
SKN-1 block	-3	18	26	18	11	29
SUMO1-SIM PPI	-16	-4	-14	1	0	-5
CendR NRP1 mod	3	22	-5	-15	5	-6
Scp-1 inhibitor	0	-7	3	-7	-7	-5
LMPTP inh	0.2	2.0	-0.5	4.6	1.3	3.2
TbMetRS inhib	-0.2	0.7	-0.8	-0.2	0.8	-0.5
DNMT1 inh	5	-11	-1	-5	4	-12

[43] CN1CC(=O)N2C(c3ccc(Cl)cc3)c3[nH]c4ccccc4c3C[C@H]2C1=O (some centres undefined)
[44] CNC(=O)NC(=O)C(OC(=O)c1cccc(S(=O)(=O)N2CCCCC2)c1)c1ccccc1 (centres undefined)
[45] COc1ccc(C)cc1NC(=O)CSc1nnc(-c2ccc(Br)cc2)o1
[46] CS(=O)(=O)N(CC(O)Cn1c2ccccc2c2ccccc21)c1cccc2ccccc12 (centres undefined)
[47] O=C(CSc1ccc(-c2ccccc2)nn1)NC1CCCC1
[48] Cc1cccc(OCC(=O)NCc2n[nH]c(=O)c3ccccc23)c1
[49] C=CCn1c(SCC(=O)c2[nH]c(C)c(C(C)=O)c2C)nnc1-c1ccncc1
Compound	43	44	45	46	47	48	49
NadD block	-4	-4	-9	-7	-7	-3	0
STEP inh	0	0	3	-1	-2	-2	-1
Neddyl block	i	i	i	i	i	i	i
SKN-1 block	8	3	8	6	4	17	4
SUMO1-SIM PPI	-1	1	2	-1	4	7	1
CendR NRP1 mod	5	1	2	3	14	-8	-5
Scp-1 inhibitor	-10	-6	-9	-11	-5	0	-5
LMPTP inh	-5.9	0.6	1.8	2.3	-0.8	-1.4	0.9
TbMetRS inhib	7.2*	0.5	-0.2	-0.2	-0.5	-0.2	-0.4
DNMT1 inh	-5	4	-1	-9	1	1	-1

Among those listed so far, 3 contain a cyano group.
[27] CCOC(=O)Cc1c(C)nc2c(C#N)c(C)nn2c1C
[41] Cc1ccc(C=Nc2ccccc2C#N)s1
[42] COc1ccc(-c2oc(/N=C/N3CCOCC3)c(C#N)c2-c2ccc(OC)cc2)cc1
Compound	27	41	42
NadD block	-4	3	-3
STEP inh	-1	0	-2
Neddyl block	x	i	i
SKN-1 block	-6	11	29
SUMO1-SIM PPI	4	0	-5
CendR NRP1 mod	0	5	-6
Scp-1 inhibitor	-9	-7	-5
LMPTP inh	-2.7	1.3	3.2
TbMetRS inhib	1.0	0.8	-0.5
DNMT1 inh	0	4	-12
